APE1 inh: APE1 (human) endonuclease inhibition; recombinant APE1, TAMRA/BHQ-2 abasic DNA cleavage fluorescence; AID 2517; Potency, µM (series often up to 65.8 µM), for inactives: at the highest dose activity change, negative = inhibition, usual class: inhibitors; 0.35% of 350,000 active; P27695;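 note: plate controls were vehicle for no effect and reference inhibitor for full effect; nearly all actives have a fitted effect of over 55% in size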
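Enzyme (0.75 nM final) and test compound are incubated 15 min at room temperature before adding 50 nM quenched THF abasic-site duplex. Cleavage dequenches TAMRA, followed at 525/598 nm over three reads one minute apart.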
BAZ2B inh: inhibitors of human BAZ2B bromodomain. Q9UIF8. AlphaScreen BAZ2B-H3K14Ac peptide displacement. Potency, µM (doses to about 114 µM), for inactives: at the top dose activity change, negative = inhibition, most hits filed as inhibitors. 4.4% of 360,000 active; note: % is set by controls: 0 for no effect and ±100 for the full control effect; nearly all actives have a fitted effect of over 60% in size
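AlphaScreen displacement of biotin-H3(5-23)K14Ac peptide (50 nM final) from BAZ2B (50 nM final) in PBS pH 7.4, 0.01% Tween-20; complex preformed 30 min RT, then compounds (top 110 uM) 30 min RT, beads 20 min dark.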
Pol beta inh: blocks human DNA polymerase beta activity; P06746; Pol beta primer extension/strand displacement, fluorescence kinetic; Potency, µM (titrated, usually from 114 µM), inactives show at the top dose activity change, negative = inhibition, hits mostly inhibitors; 1.3% of 340,000 active; AID 485314; note: % is set by controls: 0 for no effect and ±100 for the full control effect
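Reaction started by 50 nM substrate onto compound-treated Pol beta (10 nM, 15 min preincubation, room temperature); plates read at 0 min and 10 min. Normalized concentration-effect data fitted by four-parameter Hill equation.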
Pol eta inh: inhibitors of human DNA polymerase eta; Q9Y253; recombinant Pol eta, fluorescent DNA replication assay; Potency, µM (titrated, usually from 114 µM), inactives show at the top dose activity change, negative = inhibition, most hits filed as inhibitors; 1.2% of 390,000 active; AID 588591; note: % is set by controls: 0 for no effect and ±100 for the full control effect
Target sequence (Q9Y253 whole entry, looked up): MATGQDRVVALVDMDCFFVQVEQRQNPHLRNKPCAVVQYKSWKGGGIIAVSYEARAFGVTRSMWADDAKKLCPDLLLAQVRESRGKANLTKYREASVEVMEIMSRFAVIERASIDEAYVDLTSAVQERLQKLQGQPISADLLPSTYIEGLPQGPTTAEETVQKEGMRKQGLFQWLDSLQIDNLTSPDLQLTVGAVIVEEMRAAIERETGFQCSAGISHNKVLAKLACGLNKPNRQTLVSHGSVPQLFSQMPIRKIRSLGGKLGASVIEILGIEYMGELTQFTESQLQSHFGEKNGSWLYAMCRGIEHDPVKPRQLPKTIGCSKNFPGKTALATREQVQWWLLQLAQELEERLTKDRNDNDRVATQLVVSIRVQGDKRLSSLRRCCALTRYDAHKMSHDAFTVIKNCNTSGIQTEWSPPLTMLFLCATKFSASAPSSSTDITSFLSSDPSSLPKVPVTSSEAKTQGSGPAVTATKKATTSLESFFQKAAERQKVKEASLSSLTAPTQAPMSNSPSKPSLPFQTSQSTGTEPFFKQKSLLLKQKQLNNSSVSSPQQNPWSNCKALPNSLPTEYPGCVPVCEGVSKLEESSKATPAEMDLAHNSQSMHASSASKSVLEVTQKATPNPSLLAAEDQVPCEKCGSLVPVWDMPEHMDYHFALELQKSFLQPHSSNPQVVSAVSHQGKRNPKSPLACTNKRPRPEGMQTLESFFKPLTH
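Fluorescent replication assay: 50 nM final substrate added after a 15 min room-temperature compound preincubation with 10 nM enzyme. Signal taken at 0 min and again at 10 min.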
Apoferritin bind: binds horse apoferritin like a general anesthetic. apoferritin/1-aminoanthracene competitive binding, fluorescence. Potency, µM (highest dose often 77.5 µM), inactives show at the top dose activity change, negative = displacement, actives largely listed as inhibitors. 0.074% of 350,000 active. P02791; note: % is set by controls: 0 for no effect and ±100 for the full control effect; nearly all actives have a fitted effect of over 20% in size
Target sequence (P02791 2-175 limits assumed): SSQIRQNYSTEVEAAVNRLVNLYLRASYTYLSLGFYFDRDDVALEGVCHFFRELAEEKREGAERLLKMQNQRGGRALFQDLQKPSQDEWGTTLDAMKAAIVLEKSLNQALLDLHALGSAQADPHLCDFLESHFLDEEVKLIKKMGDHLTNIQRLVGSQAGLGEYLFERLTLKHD
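Read-out: endpoint 1-AMA fluorescence, excitation 380 nm and emission 535 nm, after compounds sit 10 min at room temperature with 10 uM horse-spleen apoferritin in 50% saturated 1-AMA/PBS. Values come from four-parameter Hill fits.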
BLM helicase inh: Bloom syndrome helicase (human) inhibition; 0.2% of 350,000 active; recombinant BLM DNA unwinding, fluorescence dequenching; Potency, µM (titrated, usually from 56.1 µM), inactives show at the top dose activity change, negative = inhibition, usual class: inhibitors;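 note: plate controls were vehicle for no effect and no enzyme for full effect; nearly all actives have a fitted effect of over 35% in size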
Pol kappa inh: DNA polymerase kappa (human) inhibition; Q9UBT6; purified Pol kappa, fluorescent DNA synthesis assay, 10 min; Potency, µM (highest dose often 107 µM), inactives show at the highest dose activity, negative = inhibition, hits mostly inhibitors; 0.53% of 400,000 active; AID 588579; note: % is set by controls: 0 for no effect and ±100 for the full control effect
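Readout: fluorescence, taken kinetically at 0 and 10 min. Conditions: 10 nM Pol kappa, 15 min RT compound preincubation, 50 nM substrate final. Controls: enzyme-free buffer wells.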
Pol iota inh: inhibitors of human DNA polymerase iota | Pol iota fluorescent replication assay, 10 min | Potency, µM (doses to about 115 µM), without a hit: at the top dose activity, negative = inhibition, most hits filed as inhibitors | 1% of 390,000 active | Q9UNA4
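Fluorescent replication assay read twice, at 0 min and 10 min after adding 50 nM (final) substrate. Enzyme (10 nM) and compounds were first incubated 15 min at room temperature; enzyme-free buffer wells were negative controls.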
G9a block: inhibitors of human histone lysine methyltransferase G9a; G9a H3K9 monomethylation, AlphaScreen, 2 h; 8.8% of 350,000 active; Potency, µM (top dose mostly 102 µM), for inactives: at the top dose activity, negative = inhibition, actives largely listed as inhibitors; AID 504332; Q96KQ7; note: % is set by controls: 0 for no effect and ±100 for the full control effect; nearly all actives have a fitted effect of over 75% in size
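Methyltransferase reactions run at room temperature for 2 h (20 nM enzyme, 500 nM biotin-H3K9 peptide, 20 uM SAM) after a 15 min compound preincubation; product detected by AlphaScreen beads and anti-H3K9me1 antibody.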
* = called active by the depositor; ? = inconclusive; . = no result given; & = joins results of further samples; [ ] = remark or other dose. Calls come from the whole dose curve; as a rule, active = well fitted curve in the direction sought with a large enough effect; inconclusive = small, poorly fitted or top-dose-only effect, or another doubt; inactive = no such curve, though single readings can be large; an effect the other way counts as inactive or inconclusive. Potency is the fitted concentration of half-maximal effect. These rows are one share of the data; the hit share may differ from the screen's.

structure	BLM helicase inh	Pol iota inh	G9a block	Pol kappa inh	Pol eta inh	Pol beta inh	APE1 inh	BAZ2B inh	Apoferritin bind
C[C@H](CO)N1C[C@H](C)[C@@H](CN(C)C(=O)NC2CCCCC2)Oc2c(NC(=O)c3ccncc3)cccc2C1=O	.	1%	.	1%	-5%	.	6%	.	.
CCOC(=O)c1ccc(NC(=O)CC2C(=O)N(c3ccc(F)cc3)C(=O)N2Cc2ccc3c(c2)OCO3)cc1 (centres undefined)	-10%	28%	?	-6%	?	0%	.	-5%	-4%
COc1ccc(C)cc1NC(=O)CNC(C)C(=O)Nc1ccc(C(C)=O)cc1 (centres undefined)	-6%	25%	-36%[2.33 µM]	2%	3%	-4%	-6%	-19%	-10%
COC(=O)C1=C(C)NC(=O)NC1c1c(O)ccc2ccccc12 (centres undefined)	-5%	-17%	?	5%	3%	20%	-1%	-1%	-20%
CSc1ccc(/C=N/NC(=O)c2cccc(Cl)c2)cc1	-7%	-13%	?	-11%	-10%	?	6%	-35%	-2%
O=C(N[C@@H](c1ccccc1)[C@H](O)c1ccccc1)[C@@H]1CCCN1C(=O)OCc1ccccc1	4%	30%&6%[activator]	.	4%&-17%	-17%	.	6%	.	-13%
COC(CN(C)C(=O)c1cn(C)c2ccc(S(=O)(=O)N(C)C3CCCCC3)cc2c1=O)OC	3%	-2%	.	-2%	-6%	49%	-3%	-2%	-7%
CC(C)C(=O)NC(=S)N1CCc2ccccc21	3%	19%	?	-2%	4%	16%	2%	-6%	1%
CCC(C)Sc1nc2c(cnn2-c2ccc(F)cc2)c(=O)[nH]1 (centres undefined)	-3%	40%[activator]	-8%[0.501 µM]	0%	-4%	5%	-5%	-5%	4%
CCOc1ccc(-c2cc(C(=O)N/N=C(\C)c3cccnc3)c3ccccc3n2)cc1	-14%	21%	35µM*	-3%	-7%	29%	12%	?	-12%
CCc1nnc(NC(=O)CSc2nnc(COc3ccc(C)cc3)n2-c2ccccc2)s1	-4%	?	-16%[12.7 µM]	-10%	-6%	-1%	18%	9%	-9%
Cc1ccc(S(=O)(=O)N2CCOCC2)cc1C(=O)Nc1ccccc1C(=O)O	0%	-9%	-1%[59 µM]	6%	-15%	-1%	.	-13%	2%
CC(C)(C)NC(=O)C(=O)NCc1ccncc1	2%	34%[activator]	24%[59 µM]	-8%	3%	9%	2%	10%	1%
CN(C(=O)COC(=O)c1cc(S(=O)(=O)N2CCOCC2)ccc1Cl)C1CCS(=O)(=O)C1 (centres undefined)	.	19%	-33%	-2%	-2%	.	10%	7%	.
O=C(Nc1ccc(OCC(F)(F)C(F)F)c(C(F)(F)F)c1)c1ccccc1O	-16%	6%	-4%[59 µM]	-10%	-25%	-2%	-4%	5%	-14%

Full records from above. Values in the order: BLM helicase inh | Pol iota inh | G9a block | Pol kappa inh | Pol eta inh | Pol beta inh | APE1 inh | BAZ2B inh | Apoferritin bind
O=C(Nc1ccc(OCC(F)(F)C(F)F)c(C(F)(F)F)c1)c1ccccc1O is listed as -16% | 6% | -4%[59 µM] | -10% | -25% | -2% | -4% | 5% | -14%
Cc1ccc(S(=O)(=O)N2CCOCC2)cc1C(=O)Nc1ccccc1C(=O)O is listed as 0% | -9% | -1%[59 µM] | 6% | -15% | -1% | . | -13% | 2%

The listing continues:
structure	BLM helicase inh	Pol iota inh	G9a block	Pol kappa inh	Pol eta inh	Pol beta inh	APE1 inh	BAZ2B inh	Apoferritin bind
c1ccc(Cn2c(NCc3ccncc3)nc3ccccc32)cc1	-14%	19%	-18%	-5%	-12%	2%	-5%	-16%	?
Cc1cc(Cl)ccc1NC(=S)NCc1ccc(S(N)(=O)=O)cc1	4%	31%[activator]	15%	0%	-5%	-10%	13%	?	-8%
c1ccc(N/N=C(\Cc2ncc[nH]2)c2ccccc2)cc1	-13%	175%[activator]	2.8µM*	-12%	-24%	3%	0%	?	-15%
O=c1[nH]c(C2CCCN(S(=O)(=O)c3cccc(F)c3)C2)nc2c1nnn2Cc1ccccc1 (centres undefined)	-1%	61%[activator]	?	1%	-19%	20%	33%	-8%	?
Cc1ccc(CNC(=O)CCCn2c(=O)c3ccccc3n(CC(=O)Nc3ccc(C)c(C)c3)c2=O)cc1	-3%	14%	-3%[59 µM]	15%	-3%	8%	.	-2%	-17%
CCCCn1c(SCC(=O)NC2CCCC2)nc2ccccc2c1=O	.	39%[activator]	-3%	2%	-11%	.	27%	-5%	.
COCCNC(=O)C(c1ccccc1)N(Cc1cccs1)C(=O)Cn1nnc2ccccc21 (centres undefined)	-1%	5%	20%	-11%	-1%	19%	12%	11%	-17%
O=C(Nc1ccccc1N1CCCC1)c1cc(Cl)ccc1Cl	-1%	21%	.	6%	-22%	19%	1%	-21%	-16%
Cc1ccc2nc(-c3ccc(Cl)c(NC(=O)COc4ccc([N+](=O)[O-])cc4)c3)oc2c1	1%	35%[activator]	9%[59 µM]	6%	-9%	6%	.	-3%	1%
CCC(=O)N1CCc2cc(S(=O)(=O)CCC(=O)N3CCN(c4ccc(Cl)cc4)CC3)ccc21	-3%&-4%	?	-3%	6%&-12%	1%&-22%	-2%&0%	19%	-22%	-4%&5%
CC1CCC(NC(=O)COC(=O)c2n[nH]c(=O)c3ccccc23)CC1 (centres undefined)	.	7%	14%[2.33 µM]	-5%	-10%	.	1%	1%	.
Cc1cc(C(=O)CSc2nc3ccccc3o2)c(C)n1CC1CCCO1 (centres undefined)	-2%	-12%	-2%[59 µM]	-10%	-5%	16%	-6%	6%	-15%
Cc1nnc(C)c2c(C)n(-c3ccc(Br)cc3)c(C)c12	0%	.	0%[59 µM]	.	.	2%	1%	9%	-12%
Cc1cc(C)n(-c2nc3ccccc3c(=O)n2OCC(=O)N(C)C)n1	3%	1%	-6%[2.33 µM]	-1%	-10%	13%	-4%	0%	1%
O=C(Nc1ccc(C(=O)N2CCCCC2)cc1)C1=CSCCO1	1%	23%	15%	13%	-9%	0%	6%	-1%	-12%
CCN(Cc1ccccc1)C(=O)C1CCN(C/C(C)=C/c2ccccc2)CC1	-11%	4%	35µM*	-11%	-7%	47%	4%	?	-7%
Cc1nnc(NC(=O)C2CCCN(S(=O)(=O)c3ccccc3C(F)(F)F)C2)s1 (centres undefined)	-1%	8%	10%	1%	8%	14%	-1%	1%	?
Cc1nn(CC(=O)Nc2ccc(Cl)cn2)c(C)c1Br	1%	17%	-3%[59 µM]	-15%	-18%	23%	-8%	10%	-10%
COc1ccc2c(c1)cc1c(=O)n(CC(=O)NCc3ccco3)nc(C)n12	-10%	16%	8%[59 µM]	-11%	2%	-1%	.	2%	3%
Cc1ccc(C)c(OCc2cc(C(=O)N3CCc4sccc4C3)no2)c1	-10%	12%	.	-4%	-15%	29%	-6%	8%	-11%
C=C(C)C1CC=C(C)/C(=N/NC(=O)c2ccccc2[N+](=O)[O-])C1 (centres undefined)	-9%	4%	?	-8%	-12%	7%	-2%	-32%	-22%
CCC(C)NC(=O)C1CCCN1S(=O)(=O)c1ccc(Cl)cc1 (centres undefined)	-9%	36%[activator]	5%[59 µM]	-3%	-10%	22%	26%	-2%	15%
CSc1nc(-c2ccco2)cc(-c2ccccc2)c1C#N	-10%	4%	50µM*	-18%	-11%	?	-3%	24%	-16%
Cc1cc(C)c(NC(=O)COC(=O)c2c(C)noc2C)c(Cl)c1	.	1%	18%[12.7 µM]	-10%	-13%	.	1%	-4%	.
Cc1nc(C)c(C(=O)OCC(=O)NCCc2ccc(S(N)(=O)=O)cc2)s1	.	9%	1%[12.7 µM]	-14%	-5%	.	32%	-4%	.
CCS(=O)c1ccccc1C(=O)O (centres undefined)	0%	?	-41%	-12%	1%	2%	8%	-6%	-2%
CCCNC(=O)CC1Sc2ccccc2NC1=O (centres undefined)	2%	22%	2%[59 µM]	-14%	-3%	5%	16%	-1%	6%
COc1ccc(C(CNC(=O)COc2ccccc2C)N2CCCC2)cc1 (centres undefined)	3%	26%	.	-11%	-1%	?	8%	7%	-10%
OCc1cn(-c2ccccc2)nc1-c1ccc(Br)cc1	-8%	17%	91%[activator]	0%	?	-1%	-4%	10%	-7%
Cc1ccccc1C(=O)Nc1ccnn1C1CCN(Cc2cnn(C)c2)CC1	-2%	15%	49%	-11%	-8%	-2%	36%	-5%	-3%
COCCCNC(=O)CSc1nc(-c2ccc(OC)c(OC)c2)[nH]c1-c1ccc(F)cc1	-7%	?	-2%[59 µM]	-13%	-17%	-14%	.	-13%	3%
Cn1nc(C(=O)Nc2sc3c(c2C#N)CCCC3)ccc1=O	0%	44%[activator]	-45%	-7%	-14%	22%	1%	.	-8%
CCCCCCNc1nc(Cl)nc(NC(C)(C)CO)n1	0%	21%	23%	6%	-18%	-15%	0%	-19%	-16%
CCOC(=O)c1cccc(NC(=O)CSc2nnc(-c3cccnc3)n2C)c1	-2%	?	27%[12.7 µM]	-5%	6%	-12%	1%	12%	-8%
CC1=Nc2cccc([N+](=O)[O-])c2NC(=O)C1	-5%	19%	-3%	3%	-18%	2%	-5%	-15%	-15%
Cc1onc(-c2c(F)cccc2Cl)c1C(=O)OCn1nnc2ccccc2c1=O	-9%	?	0%[59 µM]	-9%	-18%	34%	12%	2%	-9%
CCCCn1c(=O)[nH]c(=O)c2c1nc(-c1ccc(-c3ccccc3)cc1)n2C	-3%	22%	40µM*	6%	-11%	11%	12%	1%	-5%
CN(C)/C=C/C(=O)c1cccc([N+](=O)[O-])c1	-2%	1%	7%	-5%	0%	6%	-5%	-5%	-14%
COc1ccc(S(=O)(=O)NCc2ccco2)cc1NC(=O)c1ccccc1	0%	15%	-41%	3%	-18%	3%	87%[activator]	-22%	-6%
COC(=O)c1cccc(NC(=O)CSCc2ccccc2)c1	-3%	1%	43%	-9%	3%	0%	1%	7%	53%[activator]
Cc1cc(NC(=O)C2CCCCC2)ncc1NC(=O)c1ccccn1	1%	18%	.	7%	-13%	16%	33%[activator]	?	?
